Autophagy HCS: alters autophagy in cells; MEF GFP-LC3 puncta imaging; test concentration mostly 10 µM; calls only at 10 µM (by protocol); actives 0.98% (n = 190,000); AID 463193;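 active means percentage of spot-positive cells more than 3 SD above its plate mean, without a fluorescence outlier flag or 80% toxicity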;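 further: spot-positive cell cutoff set from DMSO-treated cells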
PMI inhibition: MPI inhibition at elevated mannose 6-phosphate – biochemical, fluorescence intensity, high mannose 6-phosphate, primary screen (AID 1220); recombinant PMI enzyme, coupled fluorescence intensity; higher % means a stronger effect; inhibition, % at 20 µM, or IC50 in µM where a hit was titrated; actives 0.66% (n = 190,000)
Yfh1-off respiration: enhancers of respiration in Yfh1-depleted yeast, dose response, Friedreich's ataxia, plus single-dose screen (AID 1465) | fold induction at 50 µM; hits with a dose series show EC50 in µM | actives 0.074% (n = 220,000) | S. cerevisiae Yfh1-off respiration, WST-1 reduction, 72 h; higher fold induction means a stronger effect;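 active means fold induction of absorbance versus untreated yeast above a set limit, then at least 30% activation at any dose in follow-up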;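 further: activators that raise dye reduction in frataxin-depleted yeast; strong numbers were not always called active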
Dynein cargo inh: blocks dynein driven cargo transport along microtubules | 3617.4 mouse cells, GR-EGFP nuclear translocation imaging; test concentration mostly 20 µM; stimulated with dexamethasone, 1 µM; stronger effect = lower value | z-score, hits read low | actives 0.47% (n = 220,000);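 active means plate z-score of nuclear minus cytoplasmic receptor signal below a set negative limit, without overly bright fluorescence or cell loss, cut at about -3.5 in these data, passing the limit was not always enough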;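 further: z-score of nuclear minus cytoplasmic ring GR-EGFP intensity difference per well; some compounds called inactive have numbers as strong as hits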
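Buffer or medium: tet-free medium with charcoal-stripped serum / Also added: dexamethasone agonist, 1.0 µM final, for 30 min / Timing: induction 48 h, compound 1 h, agonist 30 min / Measured by: high-content fluorescence imaging after fixation / Read-out: nuclear-to-cytoplasmic GR-EGFP distribution per well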
Insulin prom up: MIN6 insulin promoter up-regulation; AID 1625; MIN6 insulin promoter-GFP reporter, high-content imaging; stronger effect = higher value; actives 0.3% (n = 190,000); z-score at 5 µM;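 active means z-score above 3 at 5 µM with at least 500 cells counted in the well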
MT stabilize HCS: microtubule stabilization, imaging screen; HeLa tubulin immunostaining HCS, 24 h; share of cells brighter than vehicle mean+2SD; % tubulin-high responders, % at 10 µM; actives 0.83% (n = 200,000); AID 2205;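 active means plate Z-score above 3 for both tubulin-high and condensed-nucleus cell shares, with cell loss under 80%, at 10 µM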;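 further: anti alpha tubulin signal scored within the nucleus-defined area of each cell; some results filed as inactive read as strong as hits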
bCat nuc transl: beta-catenin nuclear translocation modulation; HeLa beta-catenin nuclear translocation, immunofluorescence imaging; nuclear translocation activity, % at 5 µM; actives 0.3% (n = 190,000); AID 1665;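 active means nuclear translocation activity above 50% at 5 µM, with a well cell count of 50 or more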;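 further: per-cell ratio of nuclear to cytoplasmic median beta-catenin stain intensity; plate controls were DMSO negative control for no effect and GSK-3 inhibitor IX positive control for full effect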
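System: HeLa cells, endogenous beta-catenin; compound dosing: 5 µM primary single dose, 0.1% DMSO, 0.02–20 µM confirmation series; incubation: 24 h compound exposure at 37°C, 5% CO2; signal: beta-catenin immunofluorescence imaging with DAPI; evaluation: % activation, nuclear-to-cytoplasmic median beta-catenin signal ratio per cell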
WT yeast gro inh: growth inhibition of WT yeast, mitochondrial fusion screen | mitochondrial fusion phenotypic screen, WT strain | inhibition, % at 10 µM | actives 2.1% (n = 190,000) | AID 1362; in the data active means inhibition above about 58%; tested in S. cerevisiae
PMI inhibitors: inhibitors of human PMI, primary screen, biochemical, fluorescence intensity, coupled assay (AID 1209). inhibition, % at 20 µM, or IC50 in µM where a hit was titrated. purified PMI enzyme, coupled fluorescence intensity; higher % means a stronger effect. actives 0.42% (n = 190,000);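 further: plate controls were DMSO vehicle for no effect and wells lacking substrate for full effect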
WT yeast gro inh mutant strain: recorded beside WT yeast gro inh, whose call it bears; inhibition, %; mitochondrial fusion phenotypic screen, mutant strain inhibition
Dynein cargo inh cytoplasmic EGFP: further read-out of Dynein cargo inh, marked with its call; z-score; measured here: cytoplasmic GR-EGFP intensity; stronger effect = higher value
Dynein cargo inh nuclear GR-EGFP: second read-out of Dynein cargo inh, no call of its own (marks repeat the call); z-score; measured here: nuclear GR-EGFP intensity;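 lower value marks the stronger effect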
Dynein cargo inh cell count: second read-out of Dynein cargo inh, no call of its own (marks repeat the call); z-score; measured here: cell count per field
Insulin prom up cell count: recorded beside Insulin prom up, whose call it bears; cell count; measured here: cytotoxicity, nuclei count;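 total cells summed across four imaged fields per well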
bCat nuc transl cell count 5 µM: also measured in bCat nuc transl; calls as there; cell count; measured here: cell count, cytotoxicity flag
MT stabilize HCS Hoechst-high %: also measured in MT stabilize HCS; calls as there; % Hoechst-high responders; measured here: nuclear condensation Hoechst responders;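 share of cells brighter than vehicle mean plus two SD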
MT stabilize HCS cytotoxicity %: also measured in MT stabilize HCS; calls as there; toxicity, %; measured here: cytotoxicity by cell density;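 0% = mean cell density of plate MIN control wells and 100% = no cells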
Autophagy HCS cell loss 18 h: recorded beside Autophagy HCS, whose call it bears; toxicity, %; measured here: cell loss, nuclei count;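 cell loss after 18 h compound exposure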
Numbers without * were called inactive; i = inactive; nt = not tested or not shown; + = active, no number. Unless noted, no stated cut-off is given here; in the data, active means inhibition above about 50%; inactive means the rest.

SMILES	Autophagy HCS	Autophagy HCS cell loss 18 h	PMI inhibition	Yfh1-off respiration	Dynein cargo inh	Dynein cargo inh cytoplasmic EGFP	Dynein cargo inh nuclear GR-EGFP	Dynein cargo inh cell count	Insulin prom up	Insulin prom up cell count	MT stabilize HCS	MT stabilize HCS Hoechst-high %	MT stabilize HCS cytotoxicity %	bCat nuc transl	bCat nuc transl cell count 5 µM	WT yeast gro inh	WT yeast gro inh mutant strain	PMI inhibitors
CCOc1nc(NCCc2ccc(OC)c(OC)c2)nc(NC(C)(C)CO)n1	i	-4.3	2.0%	i	-0.693	-0.211	-0.341	0.258	nt	nt	1.6	1.3	2.8	nt	nt	0.8	4.0	8.8%
CCC(C)NC(=O)Nc1ccc(Br)cc1 (stereo unspecified)	i	17.8	2.5%	i	-0.694	-0.251	-0.269	0.437	-0.22	1516	1.6	1.6	7.3	0.0	1015	3.9	-0.3	5.0%
Clc1ccccc1OCCCCN1CCCC1	i	-5.7	-5.7%	i	-0.396	0.126	-0.0344	0.547	0.21	1470	1.4	1.3	8.0	-0.5	1345	-1.8	15.9	-4.7%
COCCn1c(SCC(=O)NC(=O)NC(C)(C)C)nc2ccccc21	i	-7.4	6.6%	i	0.0568	-0.226	0.477	-0.442	0.9	837	2.5	2.0	5.2	1.6	1027	8.6	19.0	8.7%
O=C(CNc1cc(S(=O)(=O)N2CCCC2)ccc1OCC(F)(F)F)Nc1cccc(C(F)(F)F)c1	i	11.2	12.2%	i	-0.191	0.113	0.391	0.107	0.73	1114	1.9	2.6	13.0	0.3	861	-1.6	-21.8	17.0%
C[C@@H](C(=O)NCc1ccccc1)[C@H]1C[C@]1(C)[C@H](NC(=O)OCc1ccccc1)c1ccccc1	i	9.9	2.1%	i	-0.433	-0.267	0.0873	0.876	-1.21	1305	3.7	2.9	11.3	0.4	545	19.9	-10.4	2.9%
O=C(Cn1ccc(=O)[nH]c1=O)NCCO	i	14.2	0.3%	i	-0.932	-0.267	-0.701	1.71	-0.85	1399	1.8	2.1	12.5	-1.1	1033	-8.2	-0.4	-6.8%
O=C(NC1CCCCC1)C1CCN(C(=O)NCc2ccccc2)CC1	i	-51.8	-0.8%	i	1.53	-0.0975	0.933	-0.758	0.89	1437	3.6	1.6	6.5	-9.9	1074	2.5	1.3	-7.5%
O=C(Cn1c(-c2ccccc2)noc1=O)Nc1ccc(N2CCCCCC2)cc1	i	3.9	33.5%	i	-1.02	-0.289	-0.582	1.13	-0.21	1740	5.4	1.0	0.5	-0.7	1380	-18.0	-4.3	23.4%
CCCC(C)C(=O)NCc1ccncc1 (stereo unspecified)	i	6.9	10.4%	i	-0.899	-0.329	-0.379	1.21	-0.48	1564	5.3	2.0	3.3	-0.1	1564	-9.3	-0.6	7.7%
CSc1ncccc1C(=O)OCc1ccccc1	i	-3.0	3.7%	i	2.94	-0.193	0.687	-0.794	0.23	1228	2.2	1.3	1.1	-4.8	966	5.6	11.7	4.5%
Cc1cccc(NC(=O)CN2CCSc3ccccc32)c1	i	1.6	-0.6%	i	-0.174	-0.204	-0.153	0.0922	-0.09	1409	2.7	1.8	4.3	0.1	1063	-9.8	-19.3	-6.2%
Cc1cc(NC(=O)c2ccc(S(=O)(=O)N3CCOCC3)cc2)nc2c1c(=O)oc1ccccc12	i	-32.3	5.2%	nt	0.0493	-0.177	0.527	-0.261	1.46	1390	3.7	2.2	4.7	-2.8	1341	-1.4	0.8	9.6%
CCN(c1ccccc1)S(=O)(=O)c1ccc(C(=O)Nc2nnc(CSC)o2)cc1	i	10.5	-23.7%	i	-0.461	-0.268	-0.116	0.512	-0.2	1177	1.5	1.6	1.3	3.0	998	16.4	7.4	-20.7%
CCN(CC)S(=O)(=O)c1ccc(C(=O)NC2=C(C(=O)OC)SCC2)cc1	i	1.0	2.5%	i	-0.448	-0.317	-0.118	0.1	-1.23	1679	3.7	2.6	3.9	-3.1	1409	11.4	20.9	6.4%
CC(C)n1cc(/C=C2\NC(=O)N(c3cccc(Cl)c3)C2=O)c2ccccc21	+	14.9*	8.5%	i	-0.641	0.552	0.0514	-0.265	nt	nt	22.0*	8.1*	52.9*	nt	nt	-0.3	3.7	-6.8%
Brc1ccccc1OCCCCCN1CCCC1	i	-1.9	1.5%	i	-0.529	-0.185	-0.376	0.3	0.54	1634	2.2	1.8	1.0	1.0	1332	12.9	26.7	11.5%
O=c1c2ccccc2nc(SCc2cc(F)cc3c2OCOC3)n1Cc1ccco1	i	8.9	-2.6%	i	-0.433	-0.198	-0.314	-0.2	-0.8	1167	2.3	4.3	20.6	1.3	851	-2.9	6.6	4.9%
CCN(CC)S(=O)(=O)c1ccc(NC(=O)c2cccnc2Cl)c(NC(=O)c2cccnc2Cl)c1	i	35.8	-4.1%	i	-0.792	-0.347	-0.0738	0.683	-1.3	1197	3.3	4.8	7.5	-2.4	1064	-9.7	16.4	5.1%
O=C(Nc1nnc(-c2ccc(Cl)cc2)o1)c1nc2ccccc2s1	i	1.7	7.4%	i	-0.435	-0.272	-0.25	0.416	0.36	1697	4.1	4.0	1.0	2.2	1014	49.5	16.5	9.1%
Cc1cc(C)nc(SCCn2c(N3CCC(C)CC3)nc3c2c(=O)n(C)c(=O)n3C)n1	nt	nt	12.2%	nt	nt	nt	nt	nt	-0.29	1030	nt	nt	nt	-7.1	932	4.0	2.8	10.3%
Cc1ccc(NC(=O)CCC(=O)NNS(=O)(=O)c2ccccc2)cc1C	i	28.6	2.6%	i	2.26	-0.232	1.3	-1.68	-0.01	1226	2.7	3.0	4.3	2.9	532	-0.7	16.0	0.1%
Cc1c(C)[n+](=O)c2c(n1[O-])CCC2	i	2.4	-6.1%	i	-1.38	0.0509	-0.454	-0.249	0.09	1029	2.8	1.8	6.4	-4.6	958	3.1	17.9	-4.8%
CCn1c(SCC(=O)c2cc(OC)ccc2OC)nnc1-c1ccncc1	i	2.5	nt	i	-1.16	-0.28	-0.427	0.669	nt	nt	1.1	1.9	11.6	nt	nt	nt	nt	nt
O=C(CSc1nnc(NC(=O)C2CC2)s1)NCc1ccco1	i	9.7	12.5%	i	1.28	-0.056	1.46	-2.83	0.32	1286	3.2	2.6	7.3	0.9	944	7.6	4.0	7.4%
N/C(=N\OC(=O)c1cc(-c2ccccc2)nc2ccccc12)c1ccc(Cl)cc1	i	4.1	0.2%	i	-0.64	-0.184	-0.368	0.0521	0.39	1642	1.2	1.8	6.8	1.0	1386	14.3	9.1	8.9%
CNC(=O)NC(=O)COC(=O)CCCOc1ccc(OC)cc1	i	-0.1	15.2%	i	1.12	-0.115	0.728	-0.993	0.52	1164	2.6	1.7	4.0	-1.5	936	-8.9	-4.2	5.7%
CCOc1ccc(-c2nnn(CC(=O)N3CCN(c4ccc(OC)cc4)CC3)n2)cc1OCC	i	-6.4	1.4%	i	-0.219	-0.247	0.482	0.051	-1.11	1225	2.9	1.7	11.0	-5.7	1038	6.1	-14.8	-1.9%
Cc1ccccc1C(=O)Nc1ccnc(-c2ccncc2)n1	i	1.2	1.7%	i	0.385	-0.357	0.35	0.191	0.4	1336	3.8	1.7	6.0	-2.2	1079	-9.5	29.9	1.2%
Cc1ccc2nc(NCc3ccccc3)c(C=NCc3ccccc3)c(=O)n2c1	i	24.0	2.2%	i	0.726	-0.203	1.75	-1.42	-0.33	1315	1.3	1.8	3.5	-0.7	574	20.1	-11.4	0.6%
OCC1(Cc2ccccc2)CCN(CCCC2CCCC2)CC1	i	6.5	-2.0%	i	0.304	-0.155	0.291	0.17	-0.24	1343	1.1	0.8	3.2	0.1	1615	26.0	34.4	3.5%
CCn1cnc2c1c(=O)n(CC(=O)NCC(F)(F)F)c(=O)n2Cc1ccccc1	i	10.2	-3.1%	i	-0.375	-0.341	0.26	0.763	-0.29	1328	3.2	3.4	3.8	-4.5	1083	-6.4	-0.9	-3.9%
COc1cccc(OC)c1-c1nn2c(-c3ccccc3Cl)nnc2s1	i	15.8	19.7%	i	-0.126	0.0239	0.413	-0.663	-1.19	1006	3.9	2.4	6.3	1.0	1127	4.8	-4.8	15.6%
Cc1noc(C)c1-c1nc(CSc2ccccc2)no1	nt	nt	nt	i	-0.0817	-0.189	-0.0759	-0.0954	-0.17	1498	nt	nt	nt	-2.1	1113	nt	nt	nt
COc1cccc(CCNC(=O)CC2C(=O)NCCN2CC(C)(C)C)c1 (stereo unspecified)	i	-27.7	31.9%	i	-0.434	-0.254	-0.404	0.414	0.97	1595	2.6	1.1	1.7	-5.3	1043	9.7	7.9	9.8%
O=C(Oc1ccccc1Cl)c1ccc(-n2cncn2)nc1	i	0.2	-9.7%	i	-1.1	-0.19	-0.612	0.63	-0.46	1566	2.0	1.7	7.6	-0.7	1419	7.6	0.8	-2.7%

Some of these compounds in order of the PMI inhibition value, falling:
SMILES | PMI inhibition
Cc1ccc2nc(NCc3ccccc3)c(C=NCc3ccccc3)c(=O)n2c1 | 2.2%
Brc1ccccc1OCCCCCN1CCCC1 | 1.5%
Cc1cccc(NC(=O)CN2CCSc3ccccc32)c1 | -0.6%

Screens: PubChem BioAssay, several laboratories
